Bioassay records: PubChem, National Center for Advancing Translational Sciences (NCATS)
hERG WT inh: inhibitors of human wildtype KCNH2 potassium channel; U2OS, BacMam KCNH2, thallium flux FluxOr; stronger effect = lower value; Q12809; activity change, % at 1.84 µM; actives 0.37% (n = 340,000);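 active = maximum activity change below -70%; inconclusive = maximum activity change between -70% and -50%; inactive = maximum activity change above -50%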; note: % is set by controls: 0 for no effect and ±100 for the full control effect
Target sequence (Q12809 whole entry, looked up): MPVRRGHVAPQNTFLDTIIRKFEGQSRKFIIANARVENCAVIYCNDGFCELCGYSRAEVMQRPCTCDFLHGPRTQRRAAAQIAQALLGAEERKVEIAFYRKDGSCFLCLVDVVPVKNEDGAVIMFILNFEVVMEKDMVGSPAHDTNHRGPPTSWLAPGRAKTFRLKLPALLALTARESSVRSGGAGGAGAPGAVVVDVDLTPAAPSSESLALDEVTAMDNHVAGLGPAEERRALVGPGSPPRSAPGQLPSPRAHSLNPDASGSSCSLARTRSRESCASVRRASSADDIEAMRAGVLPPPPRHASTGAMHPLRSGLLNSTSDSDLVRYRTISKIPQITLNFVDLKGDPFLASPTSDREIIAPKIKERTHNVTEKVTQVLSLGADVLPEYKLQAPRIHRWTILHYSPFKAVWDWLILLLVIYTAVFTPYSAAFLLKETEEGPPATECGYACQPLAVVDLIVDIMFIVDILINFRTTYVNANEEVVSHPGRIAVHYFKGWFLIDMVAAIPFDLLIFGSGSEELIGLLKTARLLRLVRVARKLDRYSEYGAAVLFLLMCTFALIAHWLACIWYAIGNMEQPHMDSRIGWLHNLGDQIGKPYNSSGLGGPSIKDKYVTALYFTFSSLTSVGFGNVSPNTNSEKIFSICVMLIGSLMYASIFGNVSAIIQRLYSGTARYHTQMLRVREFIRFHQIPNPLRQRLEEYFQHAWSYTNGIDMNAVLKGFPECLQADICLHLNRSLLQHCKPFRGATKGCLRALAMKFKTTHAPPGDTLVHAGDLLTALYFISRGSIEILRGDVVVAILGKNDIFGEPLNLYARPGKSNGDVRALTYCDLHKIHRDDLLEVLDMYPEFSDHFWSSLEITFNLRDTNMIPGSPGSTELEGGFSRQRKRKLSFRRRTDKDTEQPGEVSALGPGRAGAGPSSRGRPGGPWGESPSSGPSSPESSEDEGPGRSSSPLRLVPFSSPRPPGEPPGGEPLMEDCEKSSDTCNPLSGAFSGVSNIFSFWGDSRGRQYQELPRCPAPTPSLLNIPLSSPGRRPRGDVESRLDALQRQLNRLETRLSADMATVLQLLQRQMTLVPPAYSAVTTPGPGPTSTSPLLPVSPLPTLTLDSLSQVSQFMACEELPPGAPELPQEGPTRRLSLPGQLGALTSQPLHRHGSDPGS
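U2OS cells were transduced with wild-type KCNH2 virus (2.03 x 10^8 / mL) for 4 h at room temperature, then cultured overnight at 37 C. Thallium flux was read with FluxOr dye. Rate constants were normalized to DMSO controls.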
A-T KAP1 phos: potential ataxia-telangiectasia treatments restoring KAP-1 phosphorylation; Potency, µM (series often up to 57.5 µM), inactives show at the highest dose activation, most hits filed as activators; actives 0.19% (n = 320,000); AID 485349; […] A-T fibroblasts, KAP-1 phosphorylation AlphaLISA; neocarzinostatin DNA damage 30 min before lysis; note: potency is the fitted concentration of half-maximal effect; % of control where 0% means no effect; nearly all actives have a fitted effect of over 45% in size
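ATM-like activity read as KAP-1 phosphorylation via AlphaLISA donor/acceptor antibody pairs after lysis and 6 hr at 25C. Cells were ATM-null patient fibroblasts ([…], hTERT), dosed 60 min, then exposed to the DSB inducer NCS for 30 min.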
TSHR antagonist: human thyrotropin receptor antagonism. TSHR-expressing cells, TSH-stimulated cAMP HTRF, 2 h; stronger effect = lower value. P16473. activity change, negative = inhibition, % at 11.5 µM. actives 0.2% (n = 330,000);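 active = activity change below a set negative limit, meaning inhibition stronger than a set level, cut at about -70% in these data; inconclusive = activity change between two set negative limits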; note: % is set by controls: 0 for no effect and ±100 for the full control effect
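Inhibition of cAMP made by TSHR-expressing cells under TSH stimulation (4nM final, EC80; 2 h, 37 deg C) is quantified with a one-step lysis HTRF kit, anti-cAMP cryptate versus cAMP-d2.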
TCR activator: activates T cell receptor signaling; primary human leukocytes, anti-CD3, IL-2 HTRF, 48 h; Potency, µM (doses to about 9.22 µM), without a hit: at the top dose activation of IL-2 secretion, hits mostly activators; 330,000 tested, under 10 active; AID 504894; note: % of control where 0% means no effect
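48 hr co-incubation of compounds, a-CD3 beads and primary human leukocytes; IL-2 quantified homogeneously by HTRF with anti-IL-2 K and d2 conjugates.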
Tb PFK inh: blocks T. brucei phosphofructokinase | O15648 | T. brucei PFK, ADP-Glo luminescence | Potency, µM (doses to about 57.5 µM), for inactives: at the highest dose activity, negative = inhibition, actives largely listed as inhibitors | actives 0.17% (n = 330,000) | AID 485367;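 note: potency is the fitted concentration of half-maximal effect; 0% = uninhibited 1x PFK enzyme wells and -100% = no-enzyme wells; nearly all actives have a fitted effect of over 60% in size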
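PFK 1.25 nM, F6P 0.5 mM, ATP 0.1 mM, 0.1 M TEA pH 8.0, 5 mM MgCl2, 0.01% Tween20, 0.1% BSA; 45 min RT. ADP-Glo readout. qHTS titration up to 57 uM; curves fitted, compounds curve-classed.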
MLL CXXC-DNA inh: blocks binding of human MLL CXXC domain to DNA. Q03164. MLL-CXXC / FITC-HOXA9 DNA fluorescence polarization. Potency, µM (series often up to 115 µM), inactives show at the highest dose activity change, negative = inhibition, hits mostly inhibitors. actives 0.037% (n = 290,000). AID 2662; active = well fitted inhibition curve with a large enough effect in the polarisation, with a control signal flat, not every such curve was filed as active; inconclusive = small, poorly fitted or top-dose-only effect, or effect the other way, or a change in a side signal; inactive = no such curve, though single readings can be large or run the other way; the % refers to the polarisation; note: potency is the fitted concentration of half-maximal effect
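Steps: dispense CXXC domain solution (7 uM) → pin compounds or unlabeled HOX-A9 DNA control → 5 min ambient → add FLSN-HOX-A9 solution (50 nM) → spin → 30 min ambient → fluorescence polarization. Tris pH 7.5/NaCl/DTT/BSA buffer.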
Giardia kill: Giardia lamblia killing; activity change, % at 7.66 µM, hits read low; actives 0.15% (n = 340,000); Giardia lamblia trophozoite viability; in the data active = activity change below about -80%; inconclusive = between about -30% and that limit;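 note: parasites exposed to compound for two days anaerobically before the ATP read; % is set by controls: 0 for no effect and ±100 for the full control effect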
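Anaerobic 48 hrs incubation at 37 deg C of 100 trophozoites/well with test compounds; ATPLite 1-Step luminescence, 15-30 min RT, reports cellular ATP as viability.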
BCR signal inh: blocks chronic active B-cell receptor signaling. actives 0.05% (n = 340,000). ABC-DLBCL IkBa-CBG/CBR reporter, luminescence ratio, 4 h. Potency, µM (top dose mostly 46.1 µM), inactives show at the top dose ratio change, negative = lower green/red ratio, actives largely listed as inhibitors. AID 493014; active = well fitted inhibition curve with a large enough effect in the signal ratio, with a control signal flat, not every such curve was filed as active; inconclusive = small, poorly fitted or top-dose-only effect, or effect the other way, or a change in a side signal; the % refers to the signal ratio;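 note: potency is the fitted concentration of half-maximal effect; plate controls were basal doxycycline-induced cells for no effect and cells given 10 µM MG132 for full effect; MG132 reads +100%, hits lower the ratio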
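Doxycycline induced both beetle luciferases in TMD8 lymphoma cells; IKK-driven degradation limits the IkappaBalpha-fused green signal, while red luminescence normalises for cell number and nonspecific effects. Compounds tested up to 46 uM, 4 hrs.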
Coupling enz: inhibits coupling enzyme system, counter-screen for aldolase hits; coupling enzyme system counterscreen, AmpLite Red fluorescence; activity change, negative = inhibition, % at 58.2 µM, hits read low; actives 0.67% (n = 290,000); in the data active = activity change below about -30%; note: % is set by controls: 0 for no effect and ±100 for the full control effect
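Activity here indicates interference with the coupling reaction, not aldolase inhibition. Compounds at 57.5 uM final met coupling enzymes for 10 min at RT; substrate and AmpLite Red detection followed, with a 525/598 nm fluorescence read after 20 min.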
GALK inhibitor: galactokinase (human) inhibition; AID 1868; Potency, µM (titrated, usually from 57.5 µM), without a hit: at the highest dose activity change, negative = inhibition, actives largely listed as inhibitors; actives 0.007% (n = 270,000); Purified GALK, Kinase-Glo residual ATP luminescence; note: potency is the fitted concentration of half-maximal effect; % is set by controls: 0 for no effect and ±100 for the full control effect
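Quantitative HTS: GALK 5 nM, ATP 35 uM, galactose 100 uM, 1 h room temperature, then luciferase-based ATP detection.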
Numbers without * were called inactive; ? = inconclusive; . = no result given; [ ] = another dose, or the depositor's remark. Unless noted, calls come from the whole dose curve; as a rule, active = well fitted curve in the direction sought with a large enough effect; inconclusive = small, poorly fitted or top-dose-only effect, or another doubt; inactive = no such curve, though single readings can be large; an effect the other way counts as inactive or inconclusive.

mol,hERG WT inh,A-T KAP1 phos,TSHR antagonist,TCR activator,Tb PFK inh,MLL CXXC-DNA inh,Giardia kill,BCR signal inh,Coupling enz,GALK inhibitor
COc1ccccc1-n1c(=O)c2c3c(sc2n2c(SC(C)C)nnc12)CCC3,-7,-3%,-4,-11%,-2%,6%,-15,11%,1,1%
c1ccc(C[C@H]2CN=C(Nc3ccccc3)N2CCCC2CCCCC2)cc1,0,5%,-3,1%,9%,.,-3,0%,.,.
O=C(OCc1ccccc1)c1cccc(-c2nnn(Cc3ccccc3)n2)c1,-1,3%,0,2%,0%,1%,1,?,-3,-1%
O=C(Oc1cccc2ccccc12)c1cc(Cl)nc2ccccc12,-11,4%,-2,-4%[46.1 µM],0%,15%,0,-1%,2,0%
O=C(Cn1nc(-c2nn(CC(=O)c3ccccc3)c3[n+]2CCCCC3)[n+]2c1CCCCC2)c1ccccc1,-4,-35%,7,4%,1%,-6%,-6,?,3,6%
O=C(Nc1ccc(Cl)cc1Cl)Nn1cnnc1,4,7%,0,1%,-27%,2%,-18,-3%,.,3%
O=C(CSc1nccc(=O)[nH]1)Nc1ccccc1Sc1ccccc1,0,-5%,-4,2%,-1%,-2%,-10,0%,12,5%
CN(C)c1cc(-c2ccccc2)nc(-c2ccccc2)n1,-21,-10%,-1,-2%,3%,-1%,-2,-1%,1,-3%
OC(C#CCCN1CCCCC1)(c1ccccc1)C1CCCCC1 (configuration not stated),6,2%,5,1%,-2%,1%,2,0%,3,0%
Cc1ccc(N=Nc2c(N)nn(-c3ccccc3)c2N)cc1,-8,-8%,-14,-12%,0%,1%,22,?,-2,-3%
Cc1ccc(OCC(O)CN2CCN(c3ccccc3)CC2)cc1 (configuration not stated),61,1%,9,-11%,2%,1%,1,?,-3,5%
CCn1c(SCc2nc(-c3ccccc3)no2)nc2ccccc21,-5,17%,6,-4%,4%,4%,7,1%,1,1%
C#CCOCCOCCOCCNc1nc(N2CCN(C(=O)[C@H](CCCCN)n3cc([C@@H](N)C(C)CC)nn3)CC2)nc(N2CCN(C(=O)[C@H](Cc3ccc(O)cc3)n3cc([C@@H](N)CC(C)C)nn3)CC2)n1 (some centres not stated),.,-9%,-3,0%,2%,-25%,17,-12%,-2,8%
COc1ccc(CN2CCN(C(=O)CC(C)C)CC2)c(OC)c1OC,4,-8%,19,-2%,2%,6%,15,-1%,0,-2%
COc1ccc(S(=O)(=O)N2CCCCC2)cc1NC(=O)C1COc2ccccc2O1 (configuration not stated),7,14%,-6,1%,-2%,.,3,20%,.,.
CCOC(=O)C1CCN(S(=O)(=O)c2ccc3c(c2)NC(=O)C(C)S3)CC1 (configuration not stated),5,-5%,8,-12%,0%,3%,2,?,3,-1%
Cc1cccc(C(=O)C2CCN(S(=O)(=O)c3cccc(C(=O)O)c3)CC2)c1,1,6%,3,-25%,-22%,1%,2,-1%,13,-7%
CC(C)N1C(=O)C(Cc2nc3ccccc3c(=O)n2-c2ccccc2)c2ccccc21 (configuration not stated),1,11%,-1,5%,3%,-13%,-11,-6%,2,2%
CC(=O)N1c2ccc(S(=O)(=O)NCC3CCC(C(=O)NCc4ccc(C)cc4)CC3)cc2CC1C (configuration not stated),-6,0%,-15,8%,2%,-2%,9,3%,5,-1%
CC(=O)Nc1nnc(S(=O)(=O)N2CCN(c3ccc([N+](=O)[O-])cc3Cl)CC2)s1,7,3%,-20,-3%,3%,8%,9,1%,.,-5%
C/C=C/Cn1c(SCc2ccc(Cl)cc2)nc2c1c(=O)[nH]c(=O)n2C,-5,-1%,-17,6%,-11%,4%,10,3%,1,1%
CCOc1ccc(CCN2C(=O)C(=O)N([C@H](CCCN(C)Cc3ccccc3)CNCc3ccccc3)C[C@@H]2C(C)C)cc1,.,40µM*,9,.,3%,-3%,.,0%,8,0%
CCN(CC(=O)Nc1ccc2c(c1)CCC2)Cc1nc2ccccc2c(=O)[nH]1,1,-10%,-6,-5%,-3%,-9%,-6,-8%,-1,2%
COc1cc(NC(=O)CN2CCN(CC(=O)Nc3ccccc3OC)CC2)cc(OC)c1,20,6%,-2,-1%,1%,23%,0,-3%,1,.
Cc1ccc(-c2nc3ccccc3c(=O)n2CCCN2CCOCC2)cc1,12,-1%,0,3%,0%,-4%,24,8%,2,-4%
CCN1CCN(c2ccc(S(=O)(=O)N3CCCCC3)cc2NC(=O)CC(NC(C)=O)c2ccccc2)CC1 (configuration not stated),4,-20%,3,0%,-2%,.,-6,0%,.,.
CC(OC(=O)c1ccc2ncsc2c1)C(=O)Nc1ncc(Cl)cc1Cl (configuration not stated),0,-9%,-3,8%[46.1 µM],7%,7%,3,?,0,0%
Cn1c(=O)n(CCc2ccccc2)c(=O)c2c1nc1n2CCCN1Cc1ccccc1,-1,10%,-14,-2%,-1%,-1%,-13,3%,-1,-6%
Cc1n[nH]c(C)c1CCCCOc1ccccc1F,-8,0%,-22,-6%,1%,12%,-9,?,-2,-1%
Nc1ncnc2c1ncn2[C@H]1CC[C@@H](CO)O1,4,6%,13,2%,4%,-3%,-13,?,4,.
N#Cc1c(-c2ccc(Cl)cc2)cc(-c2cccs2)nc1SCC(=O)O,4,-7%,-19,4%,-17%,6%,-7,6%,15,-3%
CCOC(=O)c1ccc(OC)c(OC)c1Cl,1,-6%,-1,-1%,1%,15%,-9,-3%,1,12%
CCCCOC(=O)c1[nH]c2c(c1C)C(=O)CC(c1cc(OC)c(OC)c(OC)c1)C2 (configuration not stated),0,-10%,-34,2%,-5%,30%[activator],5,3%,2,0%
O=C(NNC(=O)c1csc(N2CCOCC2)n1)c1ccc(Cl)nc1,9,5%,2,5%,-3%,.,-5,?,.,.
CC1CCN(C(=O)Cn2cnc3c(cnn3C(C)(C)C)c2=O)CC1,0,1%,-3,7%,0%,0%,-3,?,2,-2%
COc1ccc(C2CC(C(F)(F)F)n3nc(C(=O)O)c(Br)c3N2)cc1 (configuration not stated),6,.,-4,-4%,-3%,2%,5,-14%,9,2%
CCCCCn1c(CN(C)Cc2ccccc2)nc2c1c(=O)n(C)c(=O)n2C,0,1%,-17,3%,0%,-4%,-1,-1%,-2,1%
O=C(COC(=O)/C=C/C(=O)N1CCN(c2ccccc2)CC1)NCc1ccc(F)cc1,-4,1%,-4,2%,-2%,9%,-16,1%,1,-6%
COc1ccc(NC(=O)C2CCCN(S(=O)(=O)c3c(C)[nH]c(=O)[nH]c3=O)C2)cc1Cl (configuration not stated),1,4%,0,-6%,0%,3%,15,-5%,-1,0%
O=C(CSCCc1ccccn1)Nc1cccnc1,5,.,10,-43%,1%,1%,-3,4%,1,-1%
Cc1cc(C)nc(NC(=O)c2cccc([N+](=O)[O-])c2)c1,1,3%,-6,-2%[46.1 µM],-4%,10%,-12,2%,0,-1%
CC1CCCC(NC(=O)COC(=O)COc2ccc(Cl)cc2)C1C (configuration not stated),-24,3%,4,6%,0%,-16%,-9,-8%,1,1%
O=C(Nc1nc2ccccc2[nH]1)c1ccc(S(=O)(=O)N2CCOCC2)cc1,-5,10%,-23,4%,10%,31%[activator],23,4%,-10,-2%
N/C(=N\O)c1ccccc1-n1cccc1,0,-2%,1,-3%,-1%,5%,-17,3%,0,-1%
Fc1ccccc1OCCn1c(=S)[nH]c2ccccc21,-2,-3%,10,3%,1%,8%,-20,11%,1,-6%
